EPAC1 antag: qHTS for Antagonist of cAMP-regulated guanine nucleotide exchange factor 3 (EPAC1): primary screen; Rap guanine nucleotide exchange factor 3 (Homo sapiens), O95398; EPAC1 GEF assay, Rap1b-BODIPY-GDP exchange fluorescence; Potency, µM (highest dose often 115 µM), without a hit: top-dose activity change, negative = inhibition, actives largely listed as inhibitors; 360,000 compounds, 0.14% hits;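 also: potency is read from the fitted curve at half-maximal effect; plate controls were vehicle for no effect and positive control for full effect; nearly all actives have a fitted effect of over 50% in size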
Target sequence (O95398 whole entry, looked up): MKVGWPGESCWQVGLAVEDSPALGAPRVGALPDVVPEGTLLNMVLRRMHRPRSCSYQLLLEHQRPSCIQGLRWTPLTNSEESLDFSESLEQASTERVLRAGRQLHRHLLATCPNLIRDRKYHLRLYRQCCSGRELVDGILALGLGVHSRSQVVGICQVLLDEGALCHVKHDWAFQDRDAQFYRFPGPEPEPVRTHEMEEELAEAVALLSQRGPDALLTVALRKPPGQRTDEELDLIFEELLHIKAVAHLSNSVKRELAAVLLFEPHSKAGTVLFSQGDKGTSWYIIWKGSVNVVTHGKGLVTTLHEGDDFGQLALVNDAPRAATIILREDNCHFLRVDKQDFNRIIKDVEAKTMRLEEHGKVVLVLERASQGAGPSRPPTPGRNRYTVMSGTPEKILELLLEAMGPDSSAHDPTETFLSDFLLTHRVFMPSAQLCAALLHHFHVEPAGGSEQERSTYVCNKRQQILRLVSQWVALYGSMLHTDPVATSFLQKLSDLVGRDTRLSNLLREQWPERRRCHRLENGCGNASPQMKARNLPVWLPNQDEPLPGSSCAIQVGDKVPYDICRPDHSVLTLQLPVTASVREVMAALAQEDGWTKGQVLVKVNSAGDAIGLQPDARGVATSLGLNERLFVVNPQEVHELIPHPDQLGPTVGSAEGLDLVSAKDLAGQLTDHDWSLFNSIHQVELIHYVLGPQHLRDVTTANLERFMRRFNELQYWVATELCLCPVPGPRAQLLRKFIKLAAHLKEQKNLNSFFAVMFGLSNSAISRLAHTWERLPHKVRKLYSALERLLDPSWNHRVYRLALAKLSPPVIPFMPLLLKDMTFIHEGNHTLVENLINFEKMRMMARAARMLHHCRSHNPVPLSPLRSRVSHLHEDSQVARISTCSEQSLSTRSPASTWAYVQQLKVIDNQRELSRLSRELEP
MmCpn inh: Inhibitors of TCP-1 ring complex (TRiC) of Methanococcus maripaludis (MmCpn): qHTS. 330,000 compounds, 0.031% hits. Chaperonin Mm-Cpn (Methanococcus maripaludis). Potency, µM (doses to about 76.9 µM), for the others: at the top dose activity, negative = inhibition, usual class: inhibitors. purified Mm-Cpn ATPase, ADP Transcreener TR-FRET; also: potency is read from the fitted curve at half-maximal effect; % is scaled to controls: 0 for no effect and ±100 for the full control effect; nearly all actives have a fitted effect of over 80% in size
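TR-FRET (320 nm excitation; 590 and 665 nm emission) reports ADP made from 10 uM ATP by 25 nM enzyme; compounds were preincubated 10 min, reaction run 30 min, both at 37°C.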
EPAC2 antagonist: qHTS for Antagonist of cAMP-regulated guanine nucleotide exchange factor 2 (EPAC2): primary screen. EPAC2 GEF exchange of Rap1B-BODIPY-GDP, fluorescence. 360,000 compounds, 0.18% hits. Potency, µM (titrated, usually from 114 µM), for inactives: at the highest dose activity, negative = inhibition, actives largely listed as inhibitors; also: potency is read from the fitted curve at half-maximal effect; % is scaled to controls: 0 for no effect and ±100 for the full control effect; nearly all actives have a fitted effect of over 45% in size; many of its hits are not listed in these tables
CCT chaperon mod: High-Throughput Screening for Modulators of Cytosolic Chaperonin Activity | purified chaperonin ATPase assay, HTRF ADP detection, 30 min | activity change, % (concentration not given with the values), hits read low | 360,000 compounds, 0.3% hits | AID 651819, 2012; in the data active = activity change below about -30%; also: % is scaled to controls: 0 for no effect and ±100 for the full control effect
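Enzyme 40 or 20 nM (batch-dependent) in Tris pH 7.4/KCl/MgCl2/DTT; cpd 76 uM single point; ATP 10 uM; 30 min 37 °C; Transcreener ADP HTRF detection, 30 min RT; ratio 665/615.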
WRN helicase inh: qHTS for Inhibitors of WRN Helicase. Bifunctional 3'-5' exonuclease/ATP-dependent helicase WRN (Homo sapiens), Q14191. 360,000 compounds, 0.46% hits. Potency, µM (series often up to 114 µM), inactives show at the top dose activity change, negative = inhibition, actives largely listed as inhibitors. WRN helicase unwinding, fluorescent forked duplex, kinetic; also: potency is read from the fitted curve at half-maximal effect; % is scaled to controls: 0 for no effect and ±100 for the full control effect; nearly all actives have a fitted effect of over 55% in size
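Primary qHTS, 1536-well format. 20 nM WRN + compound, 15 min RT; start with 100 nM forked fluorophore/quencher duplex, 2 mM ATP (final); kinetic read ex 525/em 598 nm.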
PLK1 PBD block: qHTS for Inhibitors of PLK1-PDB (polo-like kinase 1 - polo-box domain): Primary Screen. Potency, µM, without a hit: max response, negative = inhibition, most hits filed as inhibitors. Plk1 PBD binding of FITC phosphopeptide, fluorescence polarization. 360,000 compounds, 2.8% hits. Serine/threonine-protein kinase PLK1 (Homo sapiens), P53350. AID 720504, 2013; also: potency is read from the fitted curve at half-maximal effect; series mostly up to about 57 µM; % is scaled to controls: 0 for no effect and ±100 for the full control effect; nearly all actives have a fitted effect of over 65% in size
PI5P4Ka inh: qHTS for Inhibitors of phosphatidylinositol 5-phosphate 4-kinase (PI5P4K); max response, %; 330,000 compounds, 1.2% hits; Phosphatidylinositol 5-phosphate 4-kinase type-2 alpha (Homo sapiens), P48426; PI5P4Kalpha enzyme, ADP-Glo luminescence, 60 min; active compounds read low; active = max response of -50% or lower; inconclusive = between -30% and -50%; inactive = -30% or higher; also: value at the top dose of about 77 µM; % is scaled to controls: 0 for no effect and ±100 for the full control effect
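Single end-point luminescence (ADP-Glo) quantified ADP from PI5P4Kalpha turnover; ATP 5 microM final, 1 h at RT, 0.1% CHAPS and 0.28 mM EGTA in HEPES pH 7.4.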
EPAC1 agonist: qHTS for Agonist of cAMP-regulated guanine nucleotide exchange factor 3 (EPAC1): primary screen | Rap guanine nucleotide exchange factor 3 (Homo sapiens), O95398 | EPAC1 agonist qHTS, biochemical assay; response scale: 100% = response to 6.5 mM cAMP | Potency, µM (highest dose often 154 µM), for inactives: at the highest dose activation, usual class: activators | 360,000 compounds, 0.073% hits; also: potency is read from the fitted curve at half-maximal effect; nearly all actives have a fitted effect of over 60% in size
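EPAC1 100 nM, Rap1B–BODIPY-GDP 250 nM, unlabeled GDP 50 uM; compound titration; 5 min RT; kinetic read ex480/em540 at 5-min intervals ×30 min; data normalized to 6.5 mM cAMP agonist control.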
Starred values were filed as active, the others as inactive; ? = inconclusive; . = not tested or not shown; [ ] = dose if it differs, or a comment. Unless noted, calls follow the shape of the dose curve; as a rule, active = well fitted curve in the direction sought with a large enough effect; inconclusive = small, poorly fitted or top-dose-only effect, or another doubt; inactive = no such curve, though single readings can be large; an effect the other way counts as inactive or inconclusive.

compound | EPAC2 antagonist | MmCpn inh | CCT chaperon mod | PI5P4Ka inh | EPAC1 antag | PLK1 PBD block | WRN helicase inh | EPAC1 agonist
CC(=O)N1CCCc2cc(S(=O)(=O)CCC(=O)Nc3cccc(C)c3C)ccc21 | -3% | -1% | 1.4 | 3 | 0% | -9% | -9% | 8%
Cc1nn(CCCC(=O)NCCCN2CCN(C)CC2)c(=O)c2c1sc1ccccc12 | 6% | 0% | 1.1 | -11 | -1% | -8% | 4% | -9%
OC(COCc1ccc(Cl)cc1)CN1CCc2ccccc2C1 (stereo not given) | 0% | 1% | -3.3 | 22 | -6% | -1% | -26% | -6%
COC(=O)c1sc2nc(CN3CCN(c4ccc(OC)cc4)CC3)[nH]c(=O)c2c1C | 9% | -1% | 0.6 | -2 | -6% | 6% | -8% | -8%
COc1ccc(S(=O)(=O)N(C)Cc2ccc3c(c2)OCCO3)cc1 | -6% | -3% | 2.1 | 0 | -23% | -1% | -10% | -7%
CCn1c(CN2CCOCC2)nnc1SCC(=O)Nc1ccccc1C | 8% | -1% | -3.2 | 8 | 6% | 4% | 7% | -7%
COc1ccc(CN2CCNC(=O)C2CC(=O)NCCSc2nccn2C)c(OC)c1 (stereo not given) | 4% | 0% | 1.0 | 4 | -6% | 3% | -3%[57.1 µM] | -3%
Cc1ccccc1OC1=NS(=O)(=O)c2ccccc21 | -4% | 1% | 4.3 | -28 | 10% | 30µM* | -3% | 7%
CCN(CC)S(=O)(=O)c1ccc2c(c1)nc(CCC(=O)O)n2C | 3% | 1% | -9.0 | -8 | -5% | ? | -11% | 7%
CCc1nnc(NC(=O)CSc2nc(-c3ccc(OC)cc3)ns2)s1 | 13% | -3% | -0.6 | -2 | -1% | -4% | 4% | -4%
CCC(=O)N/C(=N/c1nc(C)cc(C)n1)Nc1ccc(OC)cc1 | 6% | 0% | 2.6 | . | 19% | 0% | 5% | -7%
O=C(CN(C(=O)c1csnn1)c1ccc(F)cc1)NCc1ccc2c(c1)OCO2 | -6% | -1% | -2.3 | 0 | 3% | -2% | -1% | 0%
CCN(c1ccccc1)S(=O)(=O)c1ccc(NC(=S)NC(=O)c2cccs2)cc1 | -4% | -8% | -2.4 | 10 | -4% | -12% | -9% | 6%
CCc1nc2ccc(C(=O)NC3CCN(Cc4ccccc4)CC3)cn2c1N(C)CCN1CCOCC1 | 21% | . | -1.5 | 1 | 10% | -5% | -7% | 8%
CN1CCN(C(=O)C(C(=O)c2ccc(F)cc2)n2ccccc2=O)CC1 (stereo not given) | 2% | 2% | 0.3 | -2 | 12% | 1% | 4% | 0%
Cn1c(SCc2ccccc2)nnc1-c1cnccn1 | 13% | 2% | -0.3 | . | 9% | -14% | -12% | 1%
O=c1cc(-c2ccco2)nc(SCc2cccc(Cl)c2)[nH]1 | 2% | -3% | 0.2 | 1 | -5% | -16% | -5% | 5%
CC1CCCN(C(=O)COc2ccc(NC(=O)c3cccs3)cc2)C1 (stereo not given) | -4% | 1% | 0.3 | -8 | -9% | -9% | -7% | 4%
Cc1ccc2c(c1)sc(-c1ccc(N(C)C)cc1)[n+]2C | -10% | -4% | 0.8 | 7 | -2% | -18% | -7% | -6%
O=C(Nc1ccc(S(=O)(=O)Nc2ncccn2)cc1)c1ccccc1Br | -14% | 1% | 0.2 | -6 | 8% | -3% | 12% | -10%

Taken from above.
Under PLK1 PBD block, `O=C(Nc1ccc(S(=O)(=O)Nc2ncccn2)cc1)c1ccccc1Br` has -3%
Under MmCpn inh, `Cc1ccccc1OC1=NS(=O)(=O)c2ccccc21` has 1%

Next section:
compound | EPAC2 antagonist | MmCpn inh | CCT chaperon mod | PI5P4Ka inh | EPAC1 antag | PLK1 PBD block | WRN helicase inh | EPAC1 agonist
O=C(NNC(=O)c1cc(-c2ccccc2Cl)nc2ccccc12)c1csc(N2CCOCC2)n1 | 9% | -1% | 1.2 | 1 | 8% | -7% | -28% | 3%
CC1CCN(C(=O)Cn2nnc(-c3ccc(N)cc3)n2)CC1 | 5% | -3% | -2.9 | -5 | 0% | -9% | -25% | 5%
CCn1cnc2cc(NCc3nc4ccccc4n3Cc3ccccc3)ccc21 | 4% | -1% | 1.2 | -8 | 4% | -1% | 3% | -5%
CCOCCc1nnc(NC(=O)CN2C(=O)c3ccccc3C2=O)s1 | -6% | 0% | -2.1 | . | 8% | -15% | -3% | 11%
CCOc1ccc2nc(NC(=O)C3CCCO3)sc2c1 (stereo not given) | -1% | 1% | 0.1 | -4 | 3% | -10% | -3% | -5%
CCOc1cc(C2NC(=O)NC(c3ccccc3)=C2C(C)=O)ccc1OCC(N)=O (stereo not given) | -6% | 0% | 1.8 | 4 | -15% | -7% | 5% | 2%
O=C(O)C1CCCCC1C(=O)N1CC=C(c2ccccc2)CC1 (stereo not given) | 11% | 1% | -2.4 | -8 | 4% | -3% | 1% | -9%
Cc1ccc(N=C2NC(=O)/C(=C/C=C/c3ccco3)S2)cc1C | -3% | -1% | 0.6 | -76* | ? | ? | ? | 4%
COc1cc(/C=C/C(=O)OCC(=O)N2CCCc3ccccc32)ccc1OC(F)F | -18% | 0% | 0.4 | 8 | -8% | -4% | -21% | 9%
COC(=O)[C@]12CCCCC=C1N(Cc1ccc3c(c1)OCO3)C(=O)[C@H](CC(=O)NCc1ccc(C)o1)C2 | 1% | . | . | -1 | 10% | -2% | 6% | -7%
COc1ccc(-c2nc(NC(C)=O)sc2-c2ccc(OC)cc2)cc1 | 2% | ? | -1.5 | 15 | 11% | -3% | -4% | 4%
CCc1ccc(N2CC34C=CC(O3)C(C(=O)OC)C4C2=O)cc1 (stereo not given) | -4% | 1% | 0.1 | -3 | -7% | -13% | -1% | 5%
COc1ccc(S(=O)(=O)N2CCOC2CNC(=O)C(=O)NCc2cccnc2)cc1C (stereo not given) | 3% | -3% | -0.4 | -5 | 0% | 2% | -4% | -3%
CC(C)CC1Nc2ccc(C(=O)NCCCN3CCOCC3)cc2NC1=O (stereo not given) | -1% | 1% | -0.7 | -4 | -3% | -20% | 6% | 2%
Cc1ccc(N=Cc2c(O)c3ccccc3oc2=O)cc1F | -8% | 0% | -3.3 | 2 | 16% | 4% | 0% | 3%
CCCNC(=S)NCCN1CCCCC1 | -1% | -3% | -2.2 | 0 | -20% | -20% | 3% | 12%
N#Cc1cccc(N=Cc2c(O)ccc3ccccc23)c1 | 6% | -4% | 1.5 | 4 | -21% | -11% | ? | -9%
Cc1ccc(C(=O)NC(=S)Nc2ccc(N3CCOCC3)cc2)cc1 | 6% | 2% | 1.7 | -13 | -22% | -13% | -9% | -4%
Cc1[nH]c(=O)[nH]c1C(=O)CCCCC(=O)O | 9% | 0% | 0.6 | -22 | -10% | -4% | 0% | 0%
Cc1ccc(NC2=C(Cl)C(=O)OC2NC(=O)c2ccccc2)cc1 (stereo not given) | -1% | 0% | -0.9 | 0 | -3% | -25% | -1% | 2%
CCOC(=O)c1oc2ccc(Br)cc2c1CSc1nnc(C)s1 | -7% | 0% | -2.4 | 3 | -12% | -22% | -9% | 13%
CCn1c(C)[n+](CC(O)COCC2CC=CCC2)c2ccccc21 (stereo not given) | 8% | 1% | 2.7 | . | 10% | -1% | 7% | -3%
Cc1ccc2nc(S(=O)(=O)O)[nH]c2c1 | 22% | 0% | 1.5 | . | 9% | -2% | 0% | -1%
CCOC(=O)C1=C(C)N(C)C(=S)NC1c1cccc(Cl)c1Cl (stereo not given) | -15% | 0% | -2.0 | 0 | -3% | 0% | -3% | 8%
COc1ccc2[nH]c3c(c2c1)CCN1C(=O)C(CC(=O)NCCc2ccccn2)C[C@H](C(=O)N(C(C)C)C(C)C)[C@@]31C (stereo not given in full) | -7% | -3% | -0.2 | 0 | 3% | -7% | -5% | 9%
CCOc1ccc(S(=O)(=O)Nc2ccc(C(=O)NCC(c3ccco3)N(C)C)cc2)cc1 (stereo not given) | -5% | -2% | -1.0 | -5 | 13% | -4% | -10% | -6%
O=C(Cc1cccc([N+](=O)[O-])c1)Nc1cccc(C(=O)N2CCCC2)c1 | -6% | 0% | -0.6 | -2 | -3% | -15% | 6% | 9%
COc1ccccc1/C(C)=N/NC(=O)c1nnn(-c2nonc2N)c1C(C)C | -5% | 2% | -0.8 | -24 | -4% | 12µM* | -8% | 9%
N#Cc1c2n(c3c(=O)n(Cc4ccccc4Cl)cnc13)CCCC2 | -4% | -3% | -1.5 | . | -3% | -6% | -1% | 0%
CC1Cc2c([nH]c3ccccc23)C(=O)N1 (stereo not given) | 7% | 0% | -1.3 | -5 | -1% | -4% | -6% | -4%
Cc1c(S(=O)(=O)Nc2ccc3c(c2)OCCO3)cnn1C | 1% | 1% | 1.0 | 1 | -15% | -2% | -23% | 2%
O=C1/C(=C/c2cccc(Cl)c2)SC(=S)N1CCC(=O)N1CCCCC1CCO (stereo not given) | -5% | 0% | 0.2 | -19 | ? | -24% | -14% | 4%
CCOC(=O)C(NC(C)=O)C(=O)Nc1c(C)cccc1C (stereo not given) | 23% | 0% | 0.9 | -2 | 6% | 3% | -5%[57.1 µM] | -2%
CS(=O)(=O)N(CC(=O)N1CCCC1)Cc1ccc(Cl)c(Cl)c1 | -14% | 0% | 2.8 | 1 | 0% | -1% | 7% | -4%
CC(=O)Nc1ccc(S(=O)(=O)N2CCN(S(=O)(=O)N3CCCCC3)CC2)cc1 | 3% | -3% | 1.6 | 0 | 11% | 6% | 5% | 4%

High-throughput results: PubChem BioAssay, National Center for Advancing Translational Sciences (NCATS)

Not all compounds are listed (hit frequency here may not be typical).
